Source: PubChem
V1aR counter: agonists of human V1a receptor, primary screen, counter-screen for OXTR agonist project, fluorescence, CHO-V1R cells | Fluo-8 calcium fluorescence, agonist mode; 0% DMSO, 100% 3 nM vasopressin | activation, % at 3 µM | 320,000 compounds, 0.25% hits | AID 2797, 2010;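 active = activation above the mean activation of all tested compounds plus 3 SD, per screening run, cut at about 20% in these data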;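 also: signal is peak over basal fluorescence ratio across a 100 second FLIPR read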
NS3 helicase inh: inhibitors of HCV NS3 helicase, primary screen, biochemical, Cy5 molecular beacon fluorescence; NS3 helicase DNA unwinding; inhibition, % at 10.9 µM; 290,000 compounds, 0.56% hits;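 active = inhibition above the mean of all tested compounds plus 3 SD, set per campaign, cut at about 35% in these data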;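 also: 0% = DMSO wells and 100% = thioflavine S control wells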
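Assay system: hepatitis C virus NS3 helicase domain fragment enzyme. Also added: annealed dual-labelled DNA beacon duplex, ATP-started. Timing: 1 h reaction at 25 °C, ATP-initiated. Technique: Cy5 fluorescence at 0 and 60 min, beacon hairpin quenching. Evaluation: % inhibition of unwinding. Replication: one well per compound.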
OXTR agonist: human OXTR agonists, primary screen, fluorescence, CHO-OTR cells, Fluo-8 calcium | Oxytocin receptor (Homo sapiens), P30559 | Fluo-8 calcium fluorescence; normalized: DMSO 0%, oxytocin 100% | activation, % at 3 µM | 320,000 compounds, 0.32% hits;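 active = activation above the mean of all tested compounds plus 3 SD, cutoff set per screening run, cut at about 20% in these data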;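 also: peak over basal fluorescence ratio from a 100 s FLIPR kinetic read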
Target sequence (P30559 whole entry, looked up): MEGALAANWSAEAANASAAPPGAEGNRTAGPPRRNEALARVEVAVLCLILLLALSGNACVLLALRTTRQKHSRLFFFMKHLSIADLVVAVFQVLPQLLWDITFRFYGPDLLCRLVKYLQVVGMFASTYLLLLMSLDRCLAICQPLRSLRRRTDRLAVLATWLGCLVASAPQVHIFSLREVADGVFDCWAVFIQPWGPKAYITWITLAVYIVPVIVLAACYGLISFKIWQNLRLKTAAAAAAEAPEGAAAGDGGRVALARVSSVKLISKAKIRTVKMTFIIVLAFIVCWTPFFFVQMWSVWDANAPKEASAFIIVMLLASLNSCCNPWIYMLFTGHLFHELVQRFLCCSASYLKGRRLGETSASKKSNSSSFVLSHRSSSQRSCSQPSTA
VIM-2 inh: VIM-2 metallo-beta-lactamase inhibitors, primary screen, biochemical, epi-absorbance readout, Pseudomonas aeruginosa enzyme. purified VIM-2, nitrocefin hydrolysis, epi-absorbance fluorescence. inhibition, % at 5.6 µM. 290,000 compounds, 0.89% hits. AID 1527, 2009;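 active = inhibition above the mean of all tested compounds plus 3 SD, cutoff set per screening run, cut at about 7.5% in these data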;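 also: red hydrolysis product quenches plate fluorescence so inhibitors raise well fluorescence; 0% = enzyme with DMSO and 100% = DMSO without enzyme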
IMP-1 inh: IMP-1 metallo-beta-lactamase inhibitors, primary screen, biochemical, epi-absorbance readout, Pseudomonas aeruginosa enzyme; purified IMP-1, nitrocefin hydrolysis, epi-absorbance fluorescence; inhibition, % at 5.6 µM; 290,000 compounds, 0.45% hits; AID 1556, 2009;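 active = inhibition above the mean plus 3 SD of all compounds in the same screening run, cut at about 4.5% in these data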;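 also: 0% = IMP-1 with DMSO and 100% = DMSO wells lacking enzyme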
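System: Purified recombinant IMP-1 metallo-beta-lactamase enzyme | Measured by: Fluorescence quenching readout, ex 480/em 530 nm | Replication: Singlicate | Incubation: 15 min preincubation plus 25 min reaction at 25 °C | Evaluation: Percent inhibition from optical density relative to buffer-blank wells | Benchmarks: DMSO with and without IMP-1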
PHOSPHO1 block: PubChem AID 1565. recombinant PHOSPHO1, absorbance phosphatase assay. 290,000 compounds, 1.1% hits. Phosphoethanolamine/phosphocholine phosphatase (Homo sapiens), Q8TCT1. inhibition, % at 13.3 µM; in the data active = inhibition above about 60%
FID counter: compounds displacing fluorescent DNA intercalator, primary screen, artefact control for HCV NS3 helicase inhibitor project, biochemical, FID fluorescence. inhibition, % at 7.9 µM. 290,000 compounds, 0.17% hits. DNA fluorescent intercalator displacement. AID 1845, 2009; in the data active = inhibition above about 37%;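 also: 0% = vehicle and 100% = reference compound; higher means more ethidium bromide displaced from hairpin DNA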
GPR7 antag: GPR7 receptor antagonists, primary screen, cell-based, fluorescence, single concentration. Neuropeptides B/W receptor type 1 (Homo sapiens), P48145. AID 1861, 2009. GPR7-expressing cells, fluorescence antagonist assay. 290,000 compounds, 1.1% hits. inhibition, % at 4.4 µM; in the data active = inhibition above about 16%, passing the limit was not always enough;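 also: cells stimulated with the agonist NPW; 0% = agonist with vehicle and 100% = vehicle without agonist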
Target sequence (P48145 whole entry, looked up): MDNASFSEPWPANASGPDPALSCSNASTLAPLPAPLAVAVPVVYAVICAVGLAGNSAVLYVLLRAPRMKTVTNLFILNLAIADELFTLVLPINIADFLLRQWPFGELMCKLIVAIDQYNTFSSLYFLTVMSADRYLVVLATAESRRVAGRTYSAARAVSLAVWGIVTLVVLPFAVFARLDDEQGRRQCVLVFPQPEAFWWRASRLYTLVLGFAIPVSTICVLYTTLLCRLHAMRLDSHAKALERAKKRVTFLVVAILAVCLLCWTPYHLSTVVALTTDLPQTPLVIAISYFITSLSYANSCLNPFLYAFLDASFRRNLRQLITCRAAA
GalR3 antag: GalR3 antagonists in HEK293 cells, primary screen, cell-based, fluorescence readout; HEK293 GalR3-CNG cAMP membrane potential fluorescence; galR3 body fused to GalR1 C-terminus; inhibition, % at 3 µM; AID 651719, 2012; 360,000 compounds, 0.44% hits;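 active = inhibition above the screen-wide average plus 3 SD, cut at about 13% in these data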;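 also: forskolin and galanin both at EC90 stimulate the cells; cAMP rise reported by CNG channel membrane potential dye signal; 0% = forskolin plus galanin with DMSO and 100% = forskolin alone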
An asterisk follows results filed as active; nt = not tested or not shown.

Structure	V1aR counter	NS3 helicase inh	OXTR agonist	VIM-2 inh	IMP-1 inh	PHOSPHO1 block	FID counter	GPR7 antag	GalR3 antag
Cn1cccc1Cc1nnc(SCC(N)=O)n1CCc1ccccc1	0.0	14	-0.6	-1.5	-3.9	-3	-9	1	0
CC1=NN(c2ccc([N+](=O)[O-])cc2)C(c2ccccc2)C1 (stereo unspecified)	-0.1	-3	-2.1	-1.5	-1.8	-3	3	-10	-2
CN1C/C(=N\S(=O)(=O)c2ccccc2)N(C)C1=O	0.3	8	-1.3	-0.9	0.8	10	3	-2	-2
O=C(COc1ccc(F)cc1Br)N1CCc2ccccc21	-1.1	13	-2.4	-2.4	-2.8	3	-7	0	-7
Cn1cc(S(=O)(=O)Nc2ccc(Cl)cc2Cl)c(=O)n(C)c1=O	1.3	-1	0.1	-1.1	-2.4	20	-9	-6	nt
CN(C)c1ccc(P(=O)(CC(=O)N/N=C/c2ccc(C#N)cc2)OCCCl)cc1 (stereo unspecified)	-0.9	-5	-0.3	-3.3	-3.5	-16	-27	-17	2
COc1ccc2nc(N3C(=O)CC(Cc4cc(C)cc(C)c4)C3=O)sc2c1 (stereo unspecified)	-0.6	29	-1.9	0.6	-0.7	20	-35	-9	-1
COc1ccc(CC(=O)N2CCN(c3ccccc3OC)CC2)cc1OC	-0.8	0	-0.9	0.2	-4.8	-36	-28	-3	-13
Cc1ccc(C)c2nc(Cl)c(C3NC(=O)c4ccccc4N3)cc12 (stereo unspecified)	0.0	-8	0.4	-1.6	-0.8	-7	-23	-11	5
c1ccc(Cn2nnc3c(N4CCCC4)ncnc32)cc1	0.6	5	0.5	0.0	-0.4	5	-8	11	-3
CCOc1[nH]n(-c2ccccc2)c(=O)c1C=NCc1ccncc1	-0.2	6	-0.4	-2.5	-2.8	3	-2	11	-3
CCN(CC)C(=O)/C(=C\c1cccc([N+](=O)[O-])c1)NC(=O)c1ccco1	0.8	0	0.0	0.3	-1.9	-6	-6	-7	-6
CCOc1ccc2nc(NC3=NCN(CC4CCCO4)CN3)nc(C)c2c1 (stereo unspecified)	nt	0	nt	0.0	-3.3	nt	-3	-11	nt
O=C(Oc1ccc(O)cc1)C12CC3CC(CC(C3)C1)C2	1.4	-10	3.0	-5.1	-2.8	-45	-19	-9	-5
O=C(c1cccs1)N1CCN(c2ccc(Cl)cc2)CC1	5.1	-13	3.2	-3.0	-4.6	nt	-23	4	-7
COC(=O)C(NC(=O)CNS(=O)(=O)c1ccc(Br)cc1)c1ccccc1 (stereo unspecified)	4.5	1	-0.4	-2.8	-2.3	8	-19	-5	-6
CN(Cc1ccccc1)C(=O)CC(c1ccccc1)c1cc(Cl)ccc1O (stereo unspecified)	-0.7	7	-0.8	-1.5	-1.7	-19	-3	-5	-8
CCCC(=O)Nc1nc2nc(-c3ccccc3)cc(=O)n2[nH]1	0.1	4	0.2	-3.6	-13	12	2	-7	-3
CC(C)c1ccc(C(=O)NN2CCOCC2)cc1	0.2	3	1.0	-2.6	1.4	30	-4	-12	-1
O=S(=O)(NC1CCCCC1)c1ccc(Cl)s1	-1.9	52*	-1.6	-1.0	-4.6	-13	-4	-8	-7
COC(=O)C1=C(C)NC(=O)NC1c1ccco1 (stereo unspecified)	-0.1	-2	-0.2	-1.4	-0.8	53	2	13	-3
O=C(CCS(=O)(=O)c1ccccc1)Nc1nnc(C(F)(F)F)s1	2.6	8	2.4	-2.7	-4.0	11	-4	-1	-10
COc1ccc2c(c1)c(CC(=O)NCc1cc([N+](=O)[O-])ccc1O)c(C)n2C(=O)c1ccc(Cl)cc1	-0.2	12	0.1	-2.2	-1.8	33	-3	5	-2
CCCCNC(=O)CSc1nc2ccccc2c(=O)n1CC1COc2ccccc2O1 (stereo unspecified)	-0.6	-2	-2.9	-2.7	-0.3	9	-3	-2	5
Cc1sc2c(c1C)c(=O)n(-c1ccccc1)c1nncn21	0.3	6	0.2	-0.5	-3.5	16	5	1	-5
O=C(CSc1nnnn1Cc1ccccc1)Nc1cccc(F)c1	-0.1	-4	0.3	-4.9	-1.6	40	-8	17	-11
OCCC1CN(Cc2ccc3nsnc3c2)CCN1CCc1ccccc1 (stereo unspecified)	0.8	-6	0.1	-2.4	-1.8	35	3	-15	-4
COc1ccc(OC)c(NC(=O)c2cc3ccccc3o2)c1	0.6	-3	-2.5	-3.5	-2.7	-25	-10	1	-5
O=C(c1ccco1)N1CCN(C(=O)C2(S(=O)(=O)c3ccc(Cl)cc3)CC2)CC1	0.7	1	1.2	-3.1	-6.4	33	-11	6	-6
Cn1c(CN2CCOCC2)nnc1SCC(=O)Nc1ccc([N+](=O)[O-])cc1O	1.0	7	-1.7	-0.3	-3.8	20	-1	2	-2

Brought forward from above: two compounds; new compounds follow.
Structure	V1aR counter	NS3 helicase inh	OXTR agonist	VIM-2 inh	IMP-1 inh	PHOSPHO1 block	FID counter	GPR7 antag	GalR3 antag
O=C(c1ccco1)N1CCN(C(=O)C2(S(=O)(=O)c3ccc(Cl)cc3)CC2)CC1	0.7	1	1.2	-3.1	-6.4	33	-11	6	-6
Cn1c(CN2CCOCC2)nnc1SCC(=O)Nc1ccc([N+](=O)[O-])cc1O	1.0	7	-1.7	-0.3	-3.8	20	-1	2	-2
O=C(CSc1ncnc2c1cnn2Cc1ccccc1)Nc1ccc2c(c1)OCCO2	0.0	4	1.6	-2.1	-5.1	7	0	-15	1
O=C(Cc1ccc2c(c1)OCCO2)N1CCN(S(=O)(=O)c2ccccc2C(F)(F)F)CC1	5.4	3	6.4	-3.8	-2.9	12	-44	-11	-5
Cc1ccc2nsnc2c1S(=O)(=O)N1CCCC1C(=O)O (stereo unspecified)	0.9	-8	0.0	-1.3	-1.9	-22	8	6	3
O=C(Cn1c(=O)oc2cc(S(=O)(=O)N3CCCC3)ccc21)N1CCN(c2ccccc2F)CC1	2.3	-7	-0.2	-2.6	-2.9	20	-38	0	0
O=C(N/N=C/c1coc2ccccc2c1=O)c1ccccc1	1.2	11	0.6	-6.1	-3.7	34	-2	3	-1
O=C(O)c1cc([N+](=O)[O-])ccc1NCCO	0.7	-1	-0.7	-4.0	-1.3	-10	2	1	-1
C=CCn1c(N)c(C(=O)N2CCN(C)CC2)sc1=S	-1.2	-1	-0.2	-1.9	0.1	-10	1	-2	-7
CC1SC(=S)N(c2ccc(N(C)C)cc2)C1=O (stereo unspecified)	-0.2	-7	-1.6	-3.3	-3.5	14	-3	-6	-9
Nc1no[n+]([O-])c1-c1ccccc1	0.5	12	0.9	0.8	-2.1	20	-1	-20	-4
CC(=O)Nc1ccc(C=C(C(C)=O)C(C)=O)cc1	1.3	0	0.2	-1.5	-1.7	20	-1	-8	-4
CCN(CC)CCNC(=O)c1ccc2c(c1)ncn2C1CCCCC1	1.0	1	0.2	-1.2	-1.8	45	3	-11	-4
COc1ccc(N2CCN(C(=O)COc3ccc4c(C)c(C)c(=O)oc4c3C)CC2)cc1	0.7	5	0.1	3.8	-2.3	53	-7	-7	nt
N/N=c1\sc2ccccc2n1-c1ccccc1	0.1	2	-0.9	-1.0	2.3	37	4	-4	-3
O=C(COC(=O)/C=C/c1ccccc1)NCc1ccc(Cl)cc1	2.3	-16	-1.5	-2.8	-3.1	-24	-9	-6	-4
O=C(Nc1nnc(-c2ccccc2Cl)o1)c1cccnc1	0.3	-1	-0.5	-0.6	-7.0	28	-2	-10	-8
CCN(CC(=O)Nc1cc(OC)ccc1OC)Cc1nc2ccccc2c(=O)[nH]1	2.2	3	-0.8	-3.2	-2.4	0	-18	-4	0
O=C(CNC(=O)Cc1ccccc1)NCc1cccc(C(F)(F)F)c1	-0.7	18	0.2	-1.0	-1.6	-144	-6	-7	-9
O=C(c1ccc(=O)[nH]n1)N1CCc2ccccc2C1	0.4	19	0.9	-0.5	-0.3	27	-7	0	-4
C/C(=N\NC(=O)c1nnn(-c2nonc2N)c1-c1ccc2c(c1)OCO2)c1ccc(F)cc1	4.0	5	6.4	0.7	-2.2	23	-24	-14	-5
CCNc1nc(NCC)n2c(SCC(=O)Nc3ccccc3[N+](=O)[O-])nnc2n1	0.7	-2	-0.3	-1.3	-1.9	-4	-13	0	2
COc1ccc(NC(=O)c2ccc3c(c2)n(C)c(=O)n3C)cc1	-0.5	4	-0.6	-2.8	-3.3	14	-1	-7	3
O=C(O)Cn1cc(/C=C2/SC(=O)N(CC(=O)N3CCCCCC3)C2=O)c2ccccc21	0.1	22	-0.2	3.0	-1.5	22	-15	-4	-3
COc1cccc(OC)c1C(=O)NC(=S)Nc1cc(-c2nc3ccccc3[nH]2)ccc1Cl	-0.2	-16	-0.2	-1.1	-2.9	16	-4	-19	4
Cc1sc2ncnc(N3CCN(Cc4ccccc4)CC3)c2c1-c1ccc(F)cc1	0.1	-38	0.3	-3.3	-2.4	32	-15	17	-11
COc1ccc(NC(=O)CSc2nnnn2C2CCCC2)cc1	-0.5	-3	1.0	-3.7	-0.7	-20	-9	-5	1
